# Source: PubChem BioAssay
# Kir21 inh – inhibitors of mouse Kir2.1 inward-rectifier potassium channel; Inward rectifier potassium channel 2 (Mus musculus), P35561; HEK293-Kir2.1, FluxOR thallium flux fluorescence; hits give low values; B-score at 10 µM; 310,000 tested, 0.85% active; AID 1672, 2009;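 active means fluorescence ratio B-score at or below minus 3 SD of library scores, with starting-brightness B-score within 2 SD, cut at about -4.2 in these data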;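 further: channel flux triggered by added potassium and thallium sulfate stimulus; B-score of peak minus minimum fluorescence over baseline after thallium stimulus; more negative B-score means stronger Kir2.1 block with less thallium influx; some compounds called inactive have numbers as strong as hits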
# Target sequence (P35561 whole entry, looked up): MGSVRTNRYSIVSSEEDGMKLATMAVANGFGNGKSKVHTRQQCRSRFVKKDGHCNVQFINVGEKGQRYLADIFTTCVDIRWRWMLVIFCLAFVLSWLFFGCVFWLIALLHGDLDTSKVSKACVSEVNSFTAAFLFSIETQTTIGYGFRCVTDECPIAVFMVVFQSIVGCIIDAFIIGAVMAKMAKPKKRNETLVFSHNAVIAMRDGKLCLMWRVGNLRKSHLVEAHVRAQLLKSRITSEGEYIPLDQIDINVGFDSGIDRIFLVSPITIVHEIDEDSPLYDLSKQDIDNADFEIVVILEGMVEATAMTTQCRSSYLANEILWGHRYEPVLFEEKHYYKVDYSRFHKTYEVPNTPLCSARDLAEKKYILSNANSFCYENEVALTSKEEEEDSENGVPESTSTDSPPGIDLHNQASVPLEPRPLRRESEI
# STK33 kinase inh – inhibitors of purified STK33 kinase, primary screen, biochemical, ADP-Glo luminescence, homogeneous, cell-free; Serine/threonine-protein kinase 33 (Homo sapiens), Q9BYT3; MBP phosphorylation; inhibition, % at 10 µM; 320,000 tested, 0.073% active; AID 2661, 2010;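 active means inhibition at or above 25%, using the most active replicate where run in duplicate; inactive means inhibition below 25%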
# Target sequence (Q9BYT3 whole entry, looked up): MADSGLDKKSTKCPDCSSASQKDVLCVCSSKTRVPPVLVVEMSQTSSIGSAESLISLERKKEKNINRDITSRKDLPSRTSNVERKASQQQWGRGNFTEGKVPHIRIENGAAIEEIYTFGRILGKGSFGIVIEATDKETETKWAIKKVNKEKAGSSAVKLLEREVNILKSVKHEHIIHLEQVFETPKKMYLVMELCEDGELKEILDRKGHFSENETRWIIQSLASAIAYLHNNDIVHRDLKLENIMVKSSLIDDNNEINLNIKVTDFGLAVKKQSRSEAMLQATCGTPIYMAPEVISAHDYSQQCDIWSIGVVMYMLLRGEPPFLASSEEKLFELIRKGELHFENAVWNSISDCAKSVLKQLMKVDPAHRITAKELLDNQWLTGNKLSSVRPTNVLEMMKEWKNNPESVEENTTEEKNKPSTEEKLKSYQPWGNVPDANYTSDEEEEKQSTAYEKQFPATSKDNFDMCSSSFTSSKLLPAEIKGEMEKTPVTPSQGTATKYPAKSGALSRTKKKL
# Active calls of the source: *; / = no result given.
SMILES	Kir21 inh	STK33 kinase inh
CC(C)NC(=O)COc1coc(CN2CCN(c3cccc(Cl)c3)CC2)cc1=O	0.4	-1.5
COc1ccc(Cc2nc3ccc(C(=O)NCCc4ccncc4)cc3o2)cc1OC	0.26	/
CCOC(=O)C(=O)Nc1ccccc1C(=O)NCc1ccccc1	0.22	-0.3
O=C(c1cc(COc2ccc(F)cc2F)on1)N1C[C@H]2CC[C@H]1C2	2.1	-0.4
Cc1ccc(/C=C(\NC(=O)c2ccc(C)cc2)c2nc(=S)[nH][nH]2)cc1	-2.6	-0.3
Cc1c(NC(=O)c2ccccc2NS(=O)(=O)c2ccc(F)cc2)c(=O)n(-c2ccccc2)n1C	0.25	-3.0
Cc1ccc(S(=O)(=O)N2CCOCC2)cc1C(=O)N(C)CCOc1ccc(Cl)cc1	-1.9	0.3
CC(=O)Nc1cccc(OCCCNC(=O)c2ccc(C(C)(C)C)cc2)c1	0.13	1.6
Cc1nnc(SCC(=O)N2c3ccccc3CC2C)[nH]c1=O (stereo not given)	2.3	-0.4
CC(=O)c1cc2c(cc1NC(=O)Cn1nc(-c3ccc(F)cc3)ccc1=O)OCO2	1.1	-0.7
C=COCCNC(=S)Nc1ccccc1	0.15	-0.2
CCCn1c(=O)c(/C(N)=N/O)nn(-c2cccc(C(F)(F)F)c2)c1=O	-0.13	-1.8
COc1ccc(-c2cc(C(=O)Nc3ccc(C(N)=O)cc3)c3ccccc3n2)cc1OC	0.19	-1.2
O=C(NCc1cccc2ccccc12)Nc1ccccc1	-0.56	-1.0
Cc1ccc2ccc(S(=O)(=O)NCc3ccccn3)cc2c1	2	-0.1
COc1ccc(/C=C(/NC(=O)c2ccco2)C(=O)Nc2ccc(C(C)=O)cc2)cc1	-1.1	1.7
COc1ccc(OCC(O)CN2CCCCC2)cc1 (stereo not given)	-0.02	-0.3
Cc1noc(C)c1CSc1nnc(-c2ccccc2)o1	1.2	0.4
Cc1sc2ncnc(N3CCC(C(=O)Nc4sc5c(c4C(N)=O)CCC(C)C5)CC3)c2c1C (stereo not given)	/	-0.8
Cc1ccc(C)c(N(CC(=O)N2CCCC2)S(C)(=O)=O)c1	0.43	-0.6
COc1cccc(Cn2cnc3c(NS(=O)(=O)c4ccc(Cl)cc4)c(C)c(C)cc32)c1	1.5	-0.4
CC(=O)Nc1ccc(NC(=O)CCc2nc3sc4c(c3c(=O)[nH]2)CCCC4)cc1	0.9	-1.6
COc1ccc(/C=N/Nc2snc(SC)c2C#N)cc1OC	0.29	-1.3
O=C(O)c1cscn1	-1.9	-0.4
CCc1ccc2[nH]c(=O)c(CN(Cc3ccc4c(c3)OCO4)Cc3nnnn3C3CCCC3)cc2c1	-0.83	0.6
O=C(NCCO)c1cccc2c1-c1ccccc1C2=O	-0.06	0.7
CS(=O)(=O)N(CC(=O)NCc1ccc2c(c1)OCO2)Cc1ccc(Cl)cc1	0	-0.6
O=C(CCS(=O)(=O)c1ccccc1)Nc1nc2cc3c(cc2s1)OCCO3	-0.55	0.6
COc1ccc(-c2cc(C#N)nc(N3CCN(C)CC3)n2)cc1	-0.93	2.4
COc1ccccc1N1CCN(S(=O)(=O)c2c(C)[nH]c(=O)[nH]c2=O)CC1	-0.72	-0.8

# Three compounds already listed, arranged by the value under STK33 kinase inh, largest number first.
smiles,STK33 kinase inh
O=C(CCS(=O)(=O)c1ccccc1)Nc1nc2cc3c(cc2s1)OCCO3,0.6
COc1cccc(Cn2cnc3c(NS(=O)(=O)c4ccc(Cl)cc4)c(C)c(C)cc32)c1,-0.4
COc1ccccc1N1CCN(S(=O)(=O)c2c(C)[nH]c(=O)[nH]c2=O)CC1,-0.8

# Complete entries as entered above.
# `CCOC(=O)C(=O)Nc1ccccc1C(=O)NCc1ccccc1` as listed: Kir21 inh: 0.22; STK33 kinase inh: -0.3
# `Cc1ccc2ccc(S(=O)(=O)NCc3ccccn3)cc2c1` as listed: Kir21 inh: 2; STK33 kinase inh: -0.1
# `CCCn1c(=O)c(/C(N)=N/O)nn(-c2cccc(C(F)(F)F)c2)c1=O` as listed: Kir21 inh: -0.13; STK33 kinase inh: -1.8

# (list continues)
SMILES	Kir21 inh	STK33 kinase inh
COc1ccc(S(=O)(=O)N2CCCCC2)cc1-n1cnnn1	0.01	-1.9
Cc1ccc(OCC(=O)NC2CCS(=O)(=O)C2)cc1 (stereo not given)	1	-6.3
COc1ccccc1N1CCN(c2ccc(S(=O)(=O)N3CCN(C)CC3)cn2)CC1	/	-0.6
CCn1cc(C(=O)NCCC(=O)NCCO)c(=O)c2cc3c(cc21)OCO3	-0.31	-0.4
COC(=O)c1ccc(Cn2nnc3c(=O)[nH]c(C4CCCN(S(=O)(=O)c5ccccc5)C4)nc32)cc1 (stereo not given)	-0.92	0.2
C#CCSc1nc(N)c2c(n1)OC(N)=C(C#N)C2c1cccnc1 (stereo not given)	-0.07	1.0
COc1ccc(S(=O)(=O)N2CCc3cc(OC)c(OC)cc3C2)cc1	-2.7	-2.0
COc1ccc(NS(=O)(=O)c2cccs2)cc1S(=O)(=O)N1CCOCC1	0.24	-0.7
COc1ccc(C2C(C#N)=C(N)N(c3ccccc3)C3=C2C(=O)CCC3)cc1Cn1cc([N+](=O)[O-])cn1 (stereo not given)	0.49	0.0
CN(C(=O)COC(=O)c1cc(S(=O)(=O)N2CCCCC2)ccc1N1CCOCC1)C1CCS(=O)(=O)C1 (stereo not given)	0.26	-1.5
CN1CCN(C=NC2=NN(c3cccc(C(F)(F)F)c3)CC2)CC1	-1.1	30*
CC1CC(C)CN(C(=O)COC(=O)c2ccc[nH]c2=O)C1 (stereo not given)	0.02	0.1
C[n+]1cn(Cc2cc(Cl)ccc2OC(F)F)c2ccccc21	-2	-0.3
Cc1ccc(C)c(-n2c(CNc3ccc(F)cc3)nnc2SCC(N)=O)c1	-0.78	0.4
O=Cc1cn(-c2ccc(F)cc2)c2ccccc12	-0.07	0.8
Cc1cccc(NC(=O)Nc2cccc(C)n2)n1	0.01	1.5
Cc1ccc(CC23CN4CCN(CC(C4)C2O)C3)c(C)c1 (stereo not given)	1	-2.2
O=C(C1CN(S(=O)(=O)c2ccccc2)CCN1S(=O)(=O)c1ccccc1)N1CCCCCC1 (stereo not given)	-2.7	-2.1
CC1=C(C(N)=O)C(c2ccccc2)n2nc(-c3ccncc3)nc2N1 (stereo not given)	0.04	0.5
O=C(Cc1c[nH]c2ccccc12)OCC(=O)c1ccccc1	1.6	-0.4
COc1ccc(C2Nc3ccccc3C(=O)N2Cc2ccco2)cc1COc1ccc(NC(C)=O)cc1 (stereo not given)	0.27	0.7
Cn1c(=O)oc2cc(S(=O)(=O)Nc3ccc(Cl)cc3F)ccc21	1.6	-0.4
Cc1cccc(OCC(=O)NCC(=O)N/N=C/c2ccccc2)c1	-1.4	0.4
O=C(Nc1nc2c(s1)CCCC2)c1cccnc1	-0.68	6.3
O=C(CCS(=O)(=O)c1ccccc1)N1CCOCC1	-1.6	0.1
CC(=O)c1ccc(NC(=O)COC(=O)c2nc(Cl)ccc2Cl)cc1	0.03	-1.2
Cc1ccc(N2C(=O)[C@@H]3[C@H](C2=O)C2CCCN2[C@@H]3C(=O)c2ccccc2)cc1 (stereo not given in full)	-0.57	0.4
COCCCNC(=S)N1CCN(c2nc(C)nc3sc4c(c23)CCCC4)CC1	-1	-2.0
COc1ccc(NC(=O)C2CCCN(S(=O)(=O)c3cnc[nH]3)C2)cc1 (stereo not given)	1.3	-1.7
Cc1ccccc1NC(=O)CC(=O)Nc1ccccc1C	-0.87	-0.6

# Entries above marked active in STK33 kinase inh.
SMILES	Kir21 inh	STK33 kinase inh
CN1CCN(C=NC2=NN(c3cccc(C(F)(F)F)c3)CC2)CC1	-1.1	30*

# (list continues)
SMILES	Kir21 inh	STK33 kinase inh
CCCC1=C(C(=O)OCC)C(c2ccccc2OC)NC(=O)N1 (stereo not given)	0.51	0.4
CCCCn1c(=O)[nH]c(=O)c2c1nc(-c1ccccn1)n2CC	2.4	-1.0
Cc1[nH]c(=O)c(C#N)cc1-c1csc(-c2ccccc2)n1	-2.8	-0.3
COc1cc(/C=C/C(=O)Nc2ccncc2)cc(OC)c1OC	0.3	3.3
Fc1cccc(NC(=S)NC2CCCCCCC2)c1	0.55	1.0
Cc1ccc2nc(NC(=O)CCn3cccc3)sc2c1	0.69	0.3
CC1CN(S(=O)(=O)c2cccc(C(=O)OCCOc3ccccc3)c2)CC(C)O1 (stereo not given)	/	-1.3
CN(CC(=O)Nc1ccc(S(=O)(=O)N2CCCC2)cc1)Cc1c(F)cccc1Cl	-1.6	-1.3
CCCCn1c(N)c(N(CC(C)C)C(=O)c2ccco2)c(=O)[nH]c1=O	0.3	-0.8
N#CCSc1nc2cc(C(=O)N3CCC(C(N)=O)CC3)ccc2c2nc3ccccc3n12	0.53	6.2
CCNC(=O)c1ccccc1NC(=O)c1cccc(S(=O)(=O)N2CCC(C)CC2)c1	-0.72	5.6
COCCOC(=O)c1c(C)n(C)c2ccc(OC(=O)c3ccccc3F)cc12	0.11	0.3
Cc1csc2nc(CCNS(=O)(=O)c3cccs3)cn12	0.74	-1.4
O=C(CN1C(=O)CSc2ccc(S(=O)(=O)N3CCOCC3)cc21)NCc1ccc(F)cc1	-1.2	-0.8
C#CCNC(=O)C1=C[C@H](C(C)(C)C)C[C@H](OCCCCO)O1	-0.05	-1.0
COc1cc(NC(=O)COC(=O)/C=C/c2ccc(Cl)cc2Cl)cc(OC)c1	0.65	1.4
Cc1ccc(C(=O)N/N=C/c2cc(C)n(-c3ccc(Br)cc3)c2C)cc1[N+](=O)[O-]	-0.02	-0.9
COc1ccc(Br)cc1CN(C)CC(=O)Nc1c(Cl)ccc(C)c1Cl	-0.27	0.4
Cc1cccc2cc(CN(CCN3CCCC3)C(=O)NC3CCCCC3)c(=O)[nH]c12	-1.6	-2.0
CNC(=O)CN(c1ccc(C23CC4CC(CC(C4)C2)C3)cc1)S(C)(=O)=O	0.35	-1.9
O=[N+]([O-])c1ccc(NCc2ccncc2)cc1	1.6	2.3
COc1cccc(CC2(CO)CCCN(Cc3ccc(OC(F)F)cc3)C2)c1 (stereo not given)	-1.1	-1.4
COc1ccc(CNc2ccc(C)c(C)c2)c(OC)c1OC	0.2	0.3
COc1cccc(-c2nc(SC)nc3sc(C(=O)NC(C)(C)C)c(N)c23)c1	1.1	0.4
Cn1cnc2cc(NCc3ccccc3O)ccc21	0.56	0.4
O=c1ccnc(Sc2ncccc2[N+](=O)[O-])[nH]1	-0.13	-1.2
COC(=O)C1=CN(Cc2ccc(OC)c(OC)c2)C=C(C(=O)OC)C1c1cccc(O)c1	-1.2	-1.0
CCOCCNC(=O)c1ccc2c3c(cccc13)CC2	1.4	-1.3
O=C(NCCCNC(=O)c1ccc(Cl)cc1Cl)c1cnccn1	0.21	1.1
O=C(O)c1ccc(NCc2cccs2)cc1	-0.31	0.8
COc1cc(C(=O)Oc2cccnc2)cc(OC)c1OC	-0.81	-0.5
COC(=O)c1c(C)nc2c(c(SC)nn2-c2ccccc2)c1N	-0.06	-0.4
CC(Sc1nnc(C2CC2)n1C1CC1)C(=O)N(C)Cc1cccc(F)c1 (stereo not given)	/	0.5
CN1CCN(c2ccccc2NC(=O)c2ccc(OCc3ccccc3)cc2)CC1	/	1.5
COC(=O)CN(C)C(=O)c1ccc(OC2CCN(S(=O)(=O)N(C)C)CC2)cc1	2.2	-0.5
CC(C)NS(=O)(=O)c1ccc(CCC(=O)O)cc1	0.24	-1.5
COc1ccc(-c2ccc(-c3nnc(-c4ccncc4)o3)cc2)cc1	-0.07	/
COc1ccc(S(=O)(=O)N2CCN(Cc3ccc(Cl)cc3)CC2)cc1	-0.63	-1.2
Nc1c(C(=O)NCc2ccccc2)nnn1Cc1ccccc1	-1.4	0.3
COc1ccc(C(C[N+](=O)[O-])c2c(-c3ccccc3)cc3ccccn23)cc1 (stereo not given)	1.9	-2.1
CN(Cc1ccon1)C(=O)C1CCC(=O)N(CCc2ccc(Cl)cc2)C1 (stereo not given)	-0.47	/
CCCOc1nc(N)c(C#N)c(-c2ccccc2F)c1C#N	0.67	/
Cc1ccc(S(=O)(=O)N2CCN(C(=O)COC(=O)CCOc3ccccc3C)CC2)cc1	0.21	-0.2
CC(C)OC(=O)CC12CN3CC(CC(=O)OC(C)C)(CN(C1)C(=O)c1ccccc1C3=O)C2=O	1.7	-0.4
CC(=O)N1Cc2ccccc2CC1C(=O)N1CCN(c2ccccc2)CC1 (stereo not given)	-1	6.1
O=C(C(Cc1ccccc1)n1cccc1)N1CCCCCC1 (stereo not given)	-2.3	0.3
CCN1CCN(c2nc(N)c([N+](=O)[O-])c(Nc3ccc(C)c(C)c3)n2)CC1	0.31	0.2
CCS(=O)(=O)Nc1cc2c3c(c1)CCN3C(=O)CC2	0.88	-0.5
COc1cccc(C2NC(=O)NC(C)=C2C(=O)OCC2CCCO2)c1 (stereo not given)	0.46	-0.7
Cc1ccc(CNc2ccc(N3CCOCC3)cc2)cc1	-0.54	-0.8

# The list continues:
SMILES	Kir21 inh	STK33 kinase inh
O=C1NCCCC1C(=O)N/N=C/c1ccccc1O (stereo not given)	0.1	-1.6
O=C(CSc1nnnn1-c1cccc2c1CCCC2)N1CCOCC1	-3	-1.8
CC(C)(CO)NCc1cccc(OCc2ccc(Cl)cc2)c1	-0.93	-0.1
CCC(C)c1ccc(NC(=O)CSc2nncn2N)cc1 (stereo not given)	-0.01	-2.1
